Bioassay records (PubChem)
OX1R antag-1 = antagonists of human orexin 1 receptor (OX1R). OX1R-expressing cells, FRET antagonist read-out. inhibition, % at 6.6 µM. 1.8% of 330,000 active. Orexin/Hypocretin receptor type 1 (Homo sapiens), O43613. AID 485270, 2010; in the data active = inhibition mostly above about 38%, no sharp cut-off; inactive = mostly below about 40%;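 note: 0% = agonist challenge alone and 100% = reference antagonist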
Target sequence (O43613 whole entry, looked up): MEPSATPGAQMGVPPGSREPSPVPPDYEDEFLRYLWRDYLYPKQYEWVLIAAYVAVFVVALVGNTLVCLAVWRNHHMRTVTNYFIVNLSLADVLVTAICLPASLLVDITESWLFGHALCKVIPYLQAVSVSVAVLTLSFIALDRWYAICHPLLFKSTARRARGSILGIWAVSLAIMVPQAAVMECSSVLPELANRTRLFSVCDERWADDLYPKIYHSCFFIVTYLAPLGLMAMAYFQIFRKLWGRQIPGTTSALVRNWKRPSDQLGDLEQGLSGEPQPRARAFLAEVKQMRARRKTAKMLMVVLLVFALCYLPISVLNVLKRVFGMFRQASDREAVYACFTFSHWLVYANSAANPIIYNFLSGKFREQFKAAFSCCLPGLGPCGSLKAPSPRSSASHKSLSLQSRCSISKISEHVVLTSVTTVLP
CHT PAM = CHT positive allosteric modulators, primary screen, cell-based, membrane potential dye, choline EC20 | High affinity choline transporter 1 (Homo sapiens), Q9GZV3 | 0.49% of 310,000 active | B-score at 10 µM | CHT-expressing cells; active compounds read high; LV-AA mutant CHT in HEK293 cells;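 active = initial fluorescence not abnormally high and integrated response B-score, plate-corrected, over 3 SD above library mean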
Target sequence (Q9GZV3 whole entry, looked up): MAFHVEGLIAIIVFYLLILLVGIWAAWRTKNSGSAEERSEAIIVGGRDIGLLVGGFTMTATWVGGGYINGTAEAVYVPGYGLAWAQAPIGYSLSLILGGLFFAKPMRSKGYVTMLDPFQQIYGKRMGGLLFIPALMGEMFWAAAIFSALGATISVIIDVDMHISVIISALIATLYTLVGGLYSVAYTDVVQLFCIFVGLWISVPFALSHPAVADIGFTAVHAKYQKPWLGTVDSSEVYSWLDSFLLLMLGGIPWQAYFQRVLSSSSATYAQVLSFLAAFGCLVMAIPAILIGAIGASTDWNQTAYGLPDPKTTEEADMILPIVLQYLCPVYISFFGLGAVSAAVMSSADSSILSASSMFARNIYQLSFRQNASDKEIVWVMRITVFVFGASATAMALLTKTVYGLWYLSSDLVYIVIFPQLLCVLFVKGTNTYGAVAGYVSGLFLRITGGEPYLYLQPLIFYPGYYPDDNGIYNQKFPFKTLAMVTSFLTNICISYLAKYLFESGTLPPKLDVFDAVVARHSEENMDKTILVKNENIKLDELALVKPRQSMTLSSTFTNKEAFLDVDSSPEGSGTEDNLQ
OX1R antag-2 = OX1R (HCRTR1) antagonists, primary screen, fluorescence, CHO/OX1R cells, Fluo-8 calcium, orexin A. Orexin/Hypocretin receptor type 1 (Homo sapiens), O43613. 0.43% of 330,000 active. Fluo-8 calcium fluorescence. inhibition, % at 5 µM. AID 434989, 2010;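 active = inhibition above its plate's threshold, mean inhibition of all tested compounds on the plate plus 3 SD, cut at about 37% in these data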;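 note: 0% = orexin A challenge wells and 100% = SB-334867-A antagonist wells; not every result past the cut was called active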
* marks the source's active call; other numbers are inactive results; i = inactive; . = not tested or not shown.

nr | canonical_smiles | OX1R antag-1 | CHT PAM | OX1R antag-2
1 | CN(CC(O)Cn1c2ccccc2c2ccccc21)S(C)(=O)=O (centres undefined) | -5.0 | i | 6.9
2 | CC(=O)n1c2ccccc2c2nc3ccccc3nc21 | 5.4 | i | -27.7
3 | COc1cc(OC)cc(C(=O)N[C@H](C(=O)OCC(=O)Nc2cccc(F)c2)C(C)C)c1 | 11.3 | i | -26.3
4 | Cc1ccc(C)c(S(=O)(=O)N2CCN(C(=O)c3ccc(N4CCCC4)c([N+](=O)[O-])c3)CC2)c1 | 10.9 | i | -25.9
5 | Cc1nc(NC(=O)CSc2nnc(C3CC3)n2C)sc1C | 5.8 | i | 3.0
6 | COc1ccc(-n2c(=O)c3c(C)c(C)sc3n(Cc3ccc(F)cc3)c2=O)c(OC)c1 | 8.2 | i | -31.1
7 | OC1(c2ccccc2)CCN(Cc2ccccc2)C2CCCCC21 (centres undefined) | 12.3 | i | -31.3
8 | Cn1nnnc1SCC(=O)Nc1nc2c(F)c(F)c(F)cc2s1 | 6.8 | . | 0.8
9 | Cc1ccc(NC(=O)CCN2C(=O)C3C4CCC(C4)C3C2=O)cc1[N+](=O)[O-] (centres undefined) | 8.5 | i | -9.9
10 | CC(Oc1ccc(Cl)cc1Cl)C(=O)NNC(=O)[C@@H]1CCCC[C@@H]1C(=O)O (some centres undefined) | -7.3 | i | -10.7
11 | O=S(=O)(c1ccc(Br)s1)n1cccn1 | 16.1 | i | -11.8
12 | O=C(Nc1ncc2c(n1)-c1ccccc1OC2)c1cccc([N+](=O)[O-])c1 | 31.5 | i | -19.3
13 | Cc1c(C(=O)Nc2ccccc2)csc1-c1ccccc1 | 40.9 | i | 3.5
14 | CC(C)(C)OC(=O)N1CCC(NC(=O)c2nc[nH]c2C(=O)N2CCN(C(=O)OC(C)(C)C)CC2)CC1 | 3.1 | . | 0.7
15 | CCN(CC)C(=O)c1ccc2nc3ccccc3nc2c1 | 65.4* | i | -15.3
16 | Cc1cccc(N(Cc2ccccc2)C(=O)c2cc(S(=O)(=O)N3CCOCC3)ccc2Cl)c1 | 21.0 | i | -19.1
17 | CCOC(=O)CC(c1ccc(N)cc1)n1c(C)ccc1C (centres undefined) | 18.5 | i | -11.1
18 | CNc1ccc(C(=O)OCC(=O)Nc2ccnn2C(C)C)cc1[N+](=O)[O-] | 18.3 | . | -18.9
19 | Cc1ccc(-c2nn[nH]n2)cc1 | 10.2 | i | -11.1
20 | CCOc1ccc(NC(=O)CCc2c(C)nn(-c3ccc(N4CCCCC4)nn3)c2C)cc1 | 6.4 | i | -35.9
21 | Cc1ccc(NC(=S)N2CCC(NC(=O)C3CCCCC3)CC2)cc1C | 17.4 | i | -27.1
22 | CN(Cc1nc(-c2ccc(Cl)cc2)no1)C(=O)c1ccco1 | 12.1 | i | -7.9
23 | COCCn1c(SCc2ccc(C(=O)OC)o2)nnc1-c1c[nH]c2ccccc12 | 15.1 | i | -13.7
24 | O=C(Nc1nccs1)c1cc(Cl)ccc1[N+](=O)[O-] | 20.4 | i | -4.8
25 | CC(=O)Nc1ccc(S(=O)(=O)N(CCCN2CCOCC2)Cc2cccs2)cc1 | 4.6 | i | -0.7
26 | O=C(C1CCCN1S(=O)(=O)c1ccc(Cl)c(Cl)c1)N1CCOCC1 (centres undefined) | 32.0 | i | 8.1
27 | O=C(NNC(=O)C1CCC1)c1ccc(Cl)cc1 | 4.5 | i | 2.4
28 | COc1ccccc1CNC(=O)CC1Sc2ccccc2NC1=O (centres undefined) | 22.0 | i | -20.7
29 | CCN(CC)C(=S)SSC(=S)N(CC)CC | 4.8 | i | 29.6
30 | CCC(C)Sc1nc2c(c(=O)[nH]c(=O)n2C)n1CC(O)COc1ccccc1C (centres undefined) | 4.1 | i | -24.1
31 | Cc1ccc(/C=N/NC(=O)NN(C)c2ncc(C(F)(F)F)cc2Cl)cc1 | 23.7 | i | -19.3
32 | O=C1c2oc3ccc(Cl)cc3c(=O)c2C(c2cccc(Br)c2)N1CCO (centres undefined) | 30.2 | i | 4.0
33 | CCOC(=O)C1=C(C)N(C)C(=S)N(C)C1c1ccc(OC)cc1 (centres undefined) | 15.7 | i | -24.6
34 | O=[N+]([O-])c1cc(C(F)(F)F)ccc1NCCOc1ccccc1 | 6.5 | i | -43.0
35 | Cc1ccc(S(=O)(=O)CC(=O)NCc2ccc(Cl)cc2)cc1 | 3.2 | . | -17.1
36 | Cc1ccc(-c2nnc(NC3CCCC3)s2)cc1 | 44.4 | i | -27.4
37 | CC1(C)NC(=O)N(CC(O)CN2C(=O)NC(C)(C)C2=O)C1=O | -3.3 | i | 9.2
38 | COc1ccc(Cc2nc3ccc(C(=O)N4CCN(C)C(C)C4)cc3o2)cc1OC (centres undefined) | 22.8 | i | -11.2
39 | CCC(C)(C)n1nnnc1C(c1cc2ccc(OC)cc2[nH]c1=O)N1CCCCC1 (centres undefined) | 17.0 | i | -6.3
40 | Cc1cc(C)n2nc3nc(N4CCCCC4)nc(-c4ccco4)c3c2n1 | 4.0 | i | -16.5
41 | CN(C)CCCN(C(=O)CCc1ccccc1)c1nc2c(F)cccc2s1 | 11.0 | i | -28.1
42 | Cn1c(=O)c2cc(S(=O)(=O)NCCC(=O)NCC3CCCO3)ccc2n(C)c1=O (centres undefined) | -0.1 | i | 11.9
43 | C=CCc1cccc2cc(C(=O)NCCOC)c(=O)oc12 | 36.7 | i | -7.5
44 | CC(C)CN1CCN(Cc2cc(F)ccc2-n2cccn2)CC1CCO (centres undefined) | 7.6 | i | -19.1
45 | Cc1ccc2[nH]cc(S(=O)(=O)c3ccc(C)c(C)c3)c(=O)c2c1 | 7.7 | i | -11.4
46 | CC1(c2nnc(Cc3ccccc3)o2)CC(c2ccccc2[N+](=O)[O-])=NO1 (centres undefined) | 16.2 | i | -0.7
47 | Cc1ccc(-c2noc(CCC(=O)NCCN3CCc4ccccc4C3)n2)cc1 | 25.9 | i | -35.4
48 | CN(C)C(=S)Nc1ccc(Cc2ccncc2)cc1 | 4.9 | i | -12.1
49 | Cc1cnc(CN(C)C(=O)CC2C(=O)NCCN2Cc2cccc(F)c2F)[nH]1 (centres undefined) | 10.3 | i | 3.0
50 | COc1cccc(CNC(=O)COC(=O)CCCNC(=O)c2ccc(Cl)cc2)c1 | 11.1 | i | -18.7
51 | CCn1cc(C(=O)NCC(OC)OC)c(=O)c2cc(S(=O)(=O)N3CCC(C)CC3)ccc21 | 17.6 | i | -4.6
52 | CCN1C(=O)C(CC(=O)Nc2ccc(F)cc2)N(Cc2cccs2)C1=S (centres undefined) | 17.5 | i | -12.9
53 | Cc1cccc(NC(=O)c2cc(S(=O)(=O)N(C)c3ccc(F)cc3)ccc2Cl)n1 | 26.6 | i | -26.6
54 | CC(NC(=O)Cc1ccsc1)c1ccc(F)cc1 (centres undefined) | 8.4 | i | -15.2
55 | COc1ccc(C2C3C(=O)N(Cc4ccccc4)C(=O)C3ON2c2ccccc2)c(OC)c1OC (centres undefined) | 63.5 | i | 25.2
56 | CCc1ccc(Nc2cc(C)nc3ncnn23)cc1 | -1.5 | i | -7.5
57 | Cc1ccc2oc(C(=O)N3CCN(CCO)CC3)c(C)c2c1 | 9.1 | i | -6.0
58 | Cc1ccc(/C(N)=N/OC(=O)COc2ccc(Cl)c(C)c2)cc1 | 4.0 | i | -6.8
59 | CCn1c(SCc2cccnc2)nc2c1c(=O)n(C)c(=O)n2C | 13.7 | i | -7.2
60 | N#Cc1c2n(c3c(=O)n(CC(=O)c4ccc(Br)cc4)cnc13)CCCC2 | 18.6 | i | -26.1

Later entries:
nr | canonical_smiles | OX1R antag-1 | CHT PAM | OX1R antag-2
61 | Cc1ccc(C(=O)N[C@H](C(=O)OCc2cc(=O)n3c(n2)sc2ccccc23)C(C)C)cc1 | 20.9 | i | -16.7
62 | O=C1COc2ccc(S(=O)(=O)CCC(=O)NC3CCCCC3)cc2N1 | 2.8 | i | -1.4
63 | CN1C(=O)c2c(sc3c2CC(C)(C)SC3)N2CCN=C12 | 13.9 | 14.6* | -17.3
64 | COc1ccc2c(c1)CC/C(=C\Nc1ccc3c(c1)OCO3)C2=O | 33.1 | i | -11.5
65 | O=C(CSc1nnc(-c2ccccc2)n1Cc1ccccc1)NC1CC1 | 15.2 | i | -30.9
66 | COc1cc(C(=O)NC(=S)Nc2ccc(N3CCCC3)cc2)cc(OC)c1OC | 22.0 | i | -20.5
67 | C/C(=N\NC(=O)Cn1nc(C)cc1C)c1ccc([N+](=O)[O-])cc1 | 20.1 | i | -1.9
68 | Cc1cnc(CN2CCc3c([nH]c4ccccc34)C2CC(C)C)[nH]1 (centres undefined) | 8.5 | i | -17.0
69 | COc1ccccc1CNC(=O)C(C)c1ccc([N+](=O)[O-])cc1 (centres undefined) | 12.8 | i | -9.2
70 | Cc1noc(C(=O)Nc2ccc(Cl)cc2)c1Cl | 11.0 | i | -1.8
71 | COC(=O)C1=C(C(=O)OC)[C@@H]2N(C)c3ccccc3[C@@]23C[C@@H](C(=O)OC)N(C(=O)C2CCC2)C3=N1 | 32.4 | i | -28.8
72 | CCN1CCN(C(c2cccs2)C(C)NC(=O)c2c(F)cccc2F)CC1 (centres undefined) | 5.9 | i | -18.2
73 | COc1ccc(NC(=O)COc2nsnc2N2CCOCC2)c(OC)c1 | 13.2 | i | -24.7
74 | CC(C)Cn1c(N)c(C(=O)COC(=O)c2ccc(O)cc2)c(=O)n(C)c1=O | 17.7 | i | -10.9
75 | Cc1ccc2[nH]c(=O)c(CN(C)S(=O)(=O)c3cccc4nonc34)cc2c1 | 7.4 | i | -22.2
76 | Cc1cc(C)nc(N/N=C/c2cccc3ccccc23)n1 | 17.4 | i | 8.2
77 | COc1ccc(CNC(=O)CCOc2ccc(C(C)(C)C)cc2)cc1 | 18.0 | i | -20.7
78 | COc1ccc2oc(=O)c(C(=O)NCc3cccnc3)cc2c1 | 82.6* | i | -24.4
79 | CCOc1cc(N2CCOCC2)c(OCC)cc1NC(=O)C1CC(=O)N(c2ccc(C)cc2)C1 (centres undefined) | 2.9 | . | -15.8
80 | Cc1ccc(-n2nnnc2SCC(=O)Nc2ccccc2-c2ccccc2)cc1C | 15.6 | i | -26.3
81 | c1cn2c(Nc3ccc4c(c3)OCCO4)c(-c3ccc(N4CCOCC4)cc3)nc2cn1 | 23.9 | i | -21.4
82 | Cc1ccc(N(Cc2ccc(C(=O)Nc3ccccc3C(=O)NCc3ccco3)cc2)S(C)(=O)=O)cc1C | 15.7 | i | 23.4
83 | Cc1nnc(SCc2cc(=O)[nH]c(/N=C(\N)Nc3ccccc3)n2)s1 | 10.5 | i | -3.7
84 | O=C(CSc1nc2[nH]ncc2c(=O)n1-c1ccccc1)NCc1cccs1 | 15.0 | i | -6.1
85 | CCc1cc(C(=O)N2CCN(c3ncc(C(F)(F)F)cc3Cl)CC2)sc1C | 7.0 | i | -36.9
86 | O=C(NCC(c1cccs1)N1CCOCC1)c1cccnc1 (centres undefined) | 4.6 | i | -6.1
87 | O=C(O)C1CCCN1c1nc(C(F)(F)F)nc2ccccc12 (centres undefined) | 15.8 | i | -18.3
88 | CNC(=S)N/N=C/c1ccc(-c2cccc(C(=O)O)c2)o1 | 24.9 | i | 0.6
89 | COC(=O)c1ccc(-n2nnnc2SCc2ccccc2OC)cc1 | 24.2 | i | -20.5
90 | Cc1ccc2cc3cc(C(=O)N4CCCCC4C)oc3nc2c1 (centres undefined) | 30.2 | i | -29.8

Rewritten field by field: 3 of the compounds above.
[85] CCc1cc(C(=O)N2CCN(c3ncc(C(F)(F)F)cc3Cl)CC2)sc1C
  OX1R antag-1: 7.0	CHT PAM: i	OX1R antag-2: -36.9
[86] O=C(NCC(c1cccs1)N1CCOCC1)c1cccnc1 (centres undefined)
  OX1R antag-1: 4.6	CHT PAM: i	OX1R antag-2: -6.1
[87] O=C(O)C1CCCN1c1nc(C(F)(F)F)nc2ccccc12 (centres undefined)
  OX1R antag-1: 15.8	CHT PAM: i	OX1R antag-2: -18.3

More records
nr | canonical_smiles | OX1R antag-1 | CHT PAM | OX1R antag-2
91 | Cc1ccccc1Nc1nc(N)nc(COC(=O)c2ccc(S(=O)(=O)N(C)C)cc2)n1 | 21.6 | i | -1.7
92 | CC(C)n1c(=O)[nH]c2cc(C(=O)Nc3ccccc3)ccc21 | 9.2 | i | -15.6
93 | Oc1ccc(-c2n[nH]c(=S)n2Cc2ccco2)cc1 | 12.0 | i | -7.0
94 | O=C(O)C1C2C=CC(C2)C1C(=O)NCc1ccccc1 (centres undefined) | 16.3 | i | -10.2
95 | Cc1cc(NC(=O)C2C3C(=O)N(c4cccnc4)C(C(=O)NC(C)(C)C)C34C=CC2(C)O4)no1 (centres undefined) | 7.9 | i | -18.8
96 | Cc1cc(C)c(C#N)c(SCSCc2ccccc2)n1 | 10.0 | i | -16.9
97 | O=C(O)c1ccccc1Sc1ncnc2sc3c(c12)CCC3 | -9.4 | i | -11.4
98 | CCN(CC)CCN(Cc1cc2cc3c(cc2[nH]c1=O)OCCO3)C(=S)NCCCOC | 22.9 | i | -11.1
99 | CN1C(=O)c2cccc(NCCCN3C(=O)c4ccccc4C3=O)c2C1=O | 7.2 | i | -7.2
100 | COc1cc(Oc2nc(C(F)(F)F)nc3ccccc23)ccc1C=O | 2.5 | i | -4.2
101 | Cc1cc(C(=O)N2CCC(Cc3ccccc3)CC2)c(C)o1 | 6.2 | i | 5.0
102 | CCN(CC)C(=O)CSc1nnc(-n2nc(C)cc2C)c2ccccc12 | 14.6 | i | -12.2
103 | COC(=O)c1cc2c(s1)CS(=O)C2 (centres undefined) | 14.8 | i | -12.6
104 | CN(Cc1ccccc1)C(=O)c1[nH]cnc1C(=O)Nc1ccc(Cl)cc1 | 16.0 | . | -3.0
105 | Cc1ccc(NC(=O)c2ccccc2NC(=O)c2cccnc2)cc1 | 4.2 | i | -19.6
